BAP1 inh: inhibitors of human BAP1 deubiquitinase | actives 0.48% (n = 72,000) | Q92560 | activity remaining (% of control), % at 20 µM | recombinant BAP1, Ub-AMC hydrolysis fluorescence kinetic; active compounds read low;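 active = activity remaining at or below 50% of control, provided the compound also passes the data quality filters; inactive = the rest, including low values that fail the filters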;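 note: 100% = DMSO wells rate and 0% = substrate alone blank rate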
Target sequence (Q92560 whole entry, looked up): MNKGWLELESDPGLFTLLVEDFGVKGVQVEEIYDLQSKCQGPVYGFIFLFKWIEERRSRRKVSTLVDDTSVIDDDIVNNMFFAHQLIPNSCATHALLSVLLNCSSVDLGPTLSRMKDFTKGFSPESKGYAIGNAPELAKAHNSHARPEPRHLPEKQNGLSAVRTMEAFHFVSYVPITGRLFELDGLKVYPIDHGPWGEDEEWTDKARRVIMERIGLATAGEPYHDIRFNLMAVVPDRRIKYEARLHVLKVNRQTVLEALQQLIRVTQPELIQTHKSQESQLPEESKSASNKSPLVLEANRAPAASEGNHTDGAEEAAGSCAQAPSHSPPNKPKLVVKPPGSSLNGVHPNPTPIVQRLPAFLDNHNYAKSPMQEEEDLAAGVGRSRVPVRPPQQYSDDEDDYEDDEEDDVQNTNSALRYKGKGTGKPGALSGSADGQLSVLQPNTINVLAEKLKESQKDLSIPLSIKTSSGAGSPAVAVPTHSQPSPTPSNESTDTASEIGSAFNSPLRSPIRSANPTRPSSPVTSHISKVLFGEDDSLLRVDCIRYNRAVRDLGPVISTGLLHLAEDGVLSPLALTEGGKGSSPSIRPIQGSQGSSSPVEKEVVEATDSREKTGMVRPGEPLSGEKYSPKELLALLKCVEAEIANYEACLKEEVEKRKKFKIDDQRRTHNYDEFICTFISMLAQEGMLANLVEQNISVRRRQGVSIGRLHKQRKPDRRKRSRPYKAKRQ
HePTP inhibitor: blocks human HePTP tyrosine phosphatase; P35236; recombinant HePTP phosphatase activity, OD absorbance; inhibition, % at 20 µM; actives 0.64% (n = 110,000); in the data active = inhibition above about 50%;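 note: plate controls were vehicle for no effect and reference inhibitor for full effect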
Target sequence (P35236 whole entry, looked up): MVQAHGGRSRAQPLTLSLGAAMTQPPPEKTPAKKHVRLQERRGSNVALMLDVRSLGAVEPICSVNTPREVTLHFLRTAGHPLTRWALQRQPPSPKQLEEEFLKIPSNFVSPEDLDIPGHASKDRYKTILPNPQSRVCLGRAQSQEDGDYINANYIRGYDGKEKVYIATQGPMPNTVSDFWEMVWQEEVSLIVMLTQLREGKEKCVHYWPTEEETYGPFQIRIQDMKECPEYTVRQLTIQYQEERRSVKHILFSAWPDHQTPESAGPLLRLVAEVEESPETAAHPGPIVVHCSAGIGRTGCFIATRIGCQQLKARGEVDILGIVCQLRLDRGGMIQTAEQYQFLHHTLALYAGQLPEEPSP
Starred values were filed as active, the others as inactive; · = no result given; & = joins results of further samples.

| entry | smiles | BAP1 inh | HePTP inhibitor |
| --- | --- | --- | --- |
| 1 | Cc1cccc(OC(=O)CC2CS(=O)(=O)CC2CC(=O)Oc2cccc(C)c2)c1 (configuration not stated) | 160 | · |
| 2 | Nc1ccn([C@@H]2O[C@H](CO)[C@@H](O)[C@@H]2O)c(=O)n1 | 107 | · |
| 3 | CCCCOCCCNC(=O)CN1C(=O)c2ccccc2C1=O | · | 9 |
| 4 | COc1cc(/C=c2\sc3nc4ccccc4n3c2=O)ccc1OC(=O)c1cccs1 | · | 2 |
| 5 | O=c1cc(N2CCN(Cc3ccccc3)CC2)[nH]c(=O)n1Cc1ccc(F)cc1 | 97 | -1 |
| 6 | FC(F)(F)c1cccc(NC(=S)NCc2ccc3c(c2)OCO3)c1 | · | -4 |
| 7 | COc1cc(C2CC(=O)Nc3c2ccc2ccccc32)cc(Cl)c1O (configuration not stated) | · | 5 |
| 8 | CCOC(=O)CSc1nnc(-c2ccc(NS(=O)(=O)c3ccc(C)cc3)cc2)o1 | 66 | 6 |
| 9 | CC(=O)c1ccc(NC(=O)Cc2ccc(Cl)cc2)cc1 | · | -1 |
| 10 | O=C(CSc1n[nH]c(-c2ccncc2)n1)NC1CCS(=O)(=O)C1 (configuration not stated) | 926 | 8 |
| 11 | COc1ccc(-c2cc(C(F)(F)F)nc(N3CCCCC3)n2)cc1OC | · | 7 |
| 12 | COc1cc2ccccc2cc1C(=O)Nc1ccc(Cc2ccncc2)cc1 | · | 1 |
| 13 | CCN(CC)c1ccc(/C=N/NS(C)(=O)=O)cc1 | · | 8 |
| 14 | Clc1ccc(-c2ccc[nH]2)cc1 | 268 | · |
| 15 | CC1CN(C(=O)C2CCCCC2)C(C)CN1C(=O)C1CCCCC1 (configuration not stated) | 76 | 8 |
| 16 | Cc1ccc(C(=O)/C=C/c2ccccc2OCc2ccccc2)cc1 | · | -5 |
| 17 | COCCCNc1nc(-c2ccncc2)nc2ccccc12 | 139 | 4 |
| 18 | CC1(C)CC(=O)C2=C(C1)c1cc3ccccc3cc1NC2c1cccc([N+](=O)[O-])c1 (configuration not stated) | · | 8 |
| 19 | CCc1ccc(NC(=O)C2CC(=O)N(c3ccccc3)C2)cc1 (configuration not stated) | · | -1 |
| 20 | CCC(C)c1ccc(OCCOc2c(I)cc(/C=N/n3cnnc3)cc2OC)cc1 (configuration not stated) | · | -15 |
| 21 | COC(=O)CCSCc1cn2cc(Cl)ccc2n1 | 98 | -4 |
| 22 | O=C(C1COc2ccccc2O1)N1CCN(c2ccccc2)CC1 (configuration not stated) | 98 | 4 |
| 23 | COc1ccc(C(=O)Nc2cccc(-c3nc4ncccc4o3)c2C)cc1OC | 72 | 12 |
| 24 | COC(=O)CNC(=O)c1c(-c2c(Cl)cccc2Cl)noc1C | · | 1 |
| 25 | NC(=O)c1oc2ccccc2c1NC(=O)C1CCCCC1 | 100 | 4 |
| 26 | O=C1CC(NC2CCCCC2)C(=O)N1c1ccc(Br)cc1 (configuration not stated) | · | -12 |
| 27 | Cc1ccc(NC(=O)CSc2ncn[nH]2)cc1 | · | -5 |
| 28 | C#CCSc1nc(N)c(C#N)c(-c2ccc(O)cc2)c1C#N | · | 0 |
| 29 | CC1=C(C(=O)NC2CCCCC2C)C2(CCC(C)CC2)OC1=O (configuration not stated) | 87 | 0 |
| 30 | OC1CN=C2C=CC=CN2C1 (configuration not stated) | 102 | -10 |
| 31 | CN(C)c1ccc(/C=N/NC(=O)c2cc(-c3ccc4ccccc4c3)n[nH]2)cc1 | · | 4 |
| 32 | O=C(Nc1ncc(Cc2ccc(F)cc2)s1)c1ccccc1Br | · | -3 |
| 33 | CN(C)CCNC(=O)C(c1ccccc1)c1ccccc1 | · | -10 |
| 34 | CC1CCN(C(=O)CSc2nnc(Cc3ccccc3)o2)CC1 | 94 | 0 |
| 35 | O=C(O)CCc1nc2cccnc2n1Cc1ccccc1 | 108 | 4 |
| 36 | COc1ccc(C(=O)Nc2cccc(C)c2C)cc1 | · | -5 |
| 37 | NC(=O)C(Cc1ccccc1)N1CC(=O)NC(=O)C1 (configuration not stated) | · | -20 |
| 38 | Cc1ccc(Cn2nnc3c(=O)n(Cc4cc(C)ccc4C)cnc32)cc1 | 87 | · |
| 39 | Cc1ccc(OCCCn2ccnc2)cc1 | · | 8 |
| 40 | O=C(CSc1nc2ccccc2o1)NCc1ccco1 | 94 | 1&-3 |
| 41 | O=C(Nc1ccccn1)c1cc(-c2ccc(Cl)c(Cl)c2)nc2ccccc12 | · | 8 |
| 42 | Cc1ccc(OCC(O)CNC(C)C)cc1C (configuration not stated) | · | -3 |
| 43 | COc1ccc(NC(=O)c2sc3cc(C)ccc3c2Cl)cc1 | · | 2 |
| 44 | Cc1cccc(C(=O)NCCN2CCN(c3ccccc3)CC2)c1 | 75 | -9 |
| 45 | CCSc1nnc(NC(=O)c2ccc(Cl)cc2)s1 | · | -14 |
| 46 | COc1cccc(CNC(=O)Nc2cccs2)c1 | 84 | -6 |
| 47 | NC(=O)c1cc(NC(=O)c2ccc([N+](=O)[O-])cc2)ccc1Cl | · | 11 |
| 48 | CC(C)Oc1ccc(C2CC(=O)N(c3cccc(/C=C/C(=O)O)c3)C2=O)cc1 (configuration not stated) | · | -5 |
| 49 | CCN(CC)CCN1C(=O)C(O)=C(C(=O)/C=C/c2ccccc2)C1c1ccccc1F (configuration not stated) | · | 6 |
| 50 | CCOc1cc(-c2nc(-c3ccncc3)no2)cc(OCC)c1OCC | 87 | 12 |

Compound profiles, as listed above:
`CN(C)c1ccc(/C=N/NC(=O)c2cc(-c3ccc4ccccc4c3)n[nH]2)cc1` in the list: BAP1 inh: ·; HePTP inhibitor: 4
`O=C1CC(NC2CCCCC2)C(=O)N1c1ccc(Br)cc1` (configuration not stated) in the list: BAP1 inh: ·; HePTP inhibitor: -12

Carrying on.
| entry | smiles | BAP1 inh | HePTP inhibitor |
| --- | --- | --- | --- |
| 51 | COc1ccc(-c2nc3n(c2Br)CCC3)cc1 | · | 1 |
| 52 | Nc1c(C(=O)c2ccccc2)c(-c2ccccc2)nc2nonc12 | · | -11 |
| 53 | O=C(CN1CCc2[nH]c3ccccc3c2C1)N1CCCCC1 | 118 | 1 |
| 54 | Cc1ccc(/C(O)=C2/C(=O)C(=O)N(CCN3CCOCC3)C2c2ccccn2)cc1 (configuration not stated) | 112 | 2 |
| 55 | Nn1c(CN2CCCCC2)nc2ccccc2c1=O | 96 | -6 |
| 56 | Cc1c(Cl)cccc1NC(=O)C(=O)NCCCN1CCOCC1 | · | -3 |
| 57 | COc1ccc(OC)c(C(c2nnnn2C2CCCC2)N2CCN(c3ccc(F)cc3)CC2)c1 (configuration not stated) | 94 | 4 |
| 58 | Cc1ccc(-c2ccc(C=C3C(=O)NC(=O)NC3=O)o2)c([N+](=O)[O-])c1 | · | 6 |
| 59 | COc1ccc(/C(N)=N/OC(=O)COc2ccccc2)cc1 | · | 5 |
| 60 | CCOC(=O)C1=C(C)NC(=S)NC1c1ccc(OC(=O)c2ccco2)c(OC)c1 (configuration not stated) | · | 7 |
| 61 | O=C(Nc1ccc(N2CCN(C(=O)c3ccccc3)CC2)c(Cl)c1)c1ccc(Br)o1 | · | -1 |
| 62 | CCc1ccc(S(=O)(=O)Nc2c(C)cc(C)cc2C)cc1 | · | 4 |
| 63 | COc1ccc(CCC(=O)NCc2cn3ccsc3n2)cc1 | 116 | · |
| 64 | [N-]=[N+]=CC(=O)CC(c1ccccc1)N1C(=O)c2ccccc2C1=O (configuration not stated) | 115 | 11 |
| 65 | Cc1ccc(S(=O)(=O)NC(Cc2ccccc2)C(=O)Nc2nccs2)cc1 (configuration not stated) | · | 5 |
| 66 | Cc1ccc(C(=O)Nc2ccccc2Cl)cc1 | 168 | · |
| 67 | O=C(CSc1nc2sc3c(c2c(=O)[nH]1)CCCC3)NCCCO | · | 8 |
| 68 | O=C(NCCO)c1cc2ccccc2cc1O | 116 | 1 |
| 69 | O=C(C1CCCC1)N(c1ccccc1)C1C=CS(=O)(=O)C1 (configuration not stated) | 89 | -6 |
| 70 | COc1ccc(N2C(=O)NC(=O)/C(=C/c3cc(Cl)c(O)c(OC)c3)C2=O)cc1 | · | -5 |
| 71 | COc1ccc2nc(SCC(=O)Nc3cccc(C(F)(F)F)c3)[nH]c2c1 | · | 7 |
| 72 | COc1cc(OC)c(OC)cc1CN1CCN(Cc2cc(Br)ccc2O)CC1 | · | 4 |
| 73 | Fc1ccc(NC(=S)NCCN2CCOCC2)cc1 | · | -15 |
| 74 | COCCCNC(=O)Cn1nnc(-c2ccccc2NC(=O)c2ccc(F)cc2)n1 | · | 5 |
| 75 | Cc1cccc(-n2ncc3c(NCc4ccco4)ncnc32)c1 | 85 | 5 |
| 76 | O=C(Cc1ccccc1)NCCn1ccc2ccccc21 | 104 | 9 |
| 77 | Cc1cccc(OCc2n[nH]c(=S)n2-c2ccccc2)c1 | · | -12 |
| 78 | CC[N+](CC)(CC)CC(=O)Nc1c(C)cccc1C | 93 | · |
| 79 | O=C1NC(=O)C(=Cc2ccc(OCc3ccccc3F)cc2)C(=O)N1 | · | 5 |
| 80 | CCOC(=O)c1nnc2ccnn2c1N | 65 | -2 |
| 81 | COc1cccc(-c2nc(CS(=O)CC(=O)O)c(C)o2)c1 (configuration not stated) | 89 | 2 |
| 82 | COc1ccccc1N(Cc1cc2cccc(C)c2[nH]c1=O)C(=O)C(C)C | 90 | 8 |
| 83 | CCCNC(=O)N1CCN(c2nc(C(C)C)c3c(c2C#N)CC(C)(C)OC3)CC1 | 95 | 10 |
| 84 | COc1ccc(-n2c(NC(=O)c3ccco3)c(C#N)c3nc4ccccc4nc32)cc1 | 58 | 10 |
| 85 | N#Cc1c(NC(=O)CSc2ncn[nH]2)sc2c1CCCCC2 | 104 | -4 |
| 86 | CCOC(=O)C1=C(C)NC(=O)NC1c1cc([N+](=O)[O-])ccc1OC (configuration not stated) | · | 4 |
| 87 | O=C(O)C1CC=CCC1C(=O)Nc1cccc(Cl)c1 (configuration not stated) | 94 | -5 |
| 88 | O=C(O)CCCCCN1C(=O)C(=O)/C(=C(/O)c2ccc(F)cc2)C1c1ccc([N+](=O)[O-])cc1 (configuration not stated) | · | -6 |
| 89 | CCC1Oc2ccc(C)cc2N(CC(=O)N(Cc2cccnc2)Cc2ccc(C)o2)C1=O (configuration not stated) | 93 | 12 |
| 90 | N#CC1=C(Nc2ccc(Cl)cc2)CCC1 | · | -4 |
| 91 | COC(=O)c1ccccc1NC(=O)COc1cccc(C)c1C | · | -15 |
| 92 | CCc1ccccc1NC(=O)CSc1ncn[nH]1 | 94 | 10 |
| 93 | COc1ccc(C(=O)NCC(=O)O)cc1 | 84 | 3 |
| 94 | O=C(c1cccc2cccc(O)c12)N1CCCCC1 | 115 | -4 |
| 95 | COc1ccc(C2N=C(c3ccccc3)C(C)(C)N2O)cc1OC (configuration not stated) | 102 | 1 |
| 96 | CCC(=O)c1ccc(N2CCN(C(=O)CC)CC2)c(F)c1 | · | -12 |
| 97 | CC(=O)Nc1ccc(S(=O)(=O)Nc2ccc(Cl)c(Cl)c2)cc1 | · | 0 |
| 98 | CCN(CC)C(=O)CSc1nc(O)c(Cc2ccc(OC)cc2)c(=O)[nH]1 | · | 6 |
| 99 | COc1cccc(NC(=O)N2CCCC2C(=O)NC2CC2)c1 (configuration not stated) | 107 | 10 |
| 100 | Cc1ccccc1C(=O)c1cccn1CC(=O)N1CCCCCC1 | 87 | 8 |

Reformatted with two lines to a compound: part of the list above.
Below each SMILES – BAP1 inh, HePTP inhibitor
77) Cc1cccc(OCc2n[nH]c(=S)n2-c2ccccc2)c1
    ·, -12
78) CC[N+](CC)(CC)CC(=O)Nc1c(C)cccc1C
    93, ·
79) O=C1NC(=O)C(=Cc2ccc(OCc3ccccc3F)cc2)C(=O)N1
    ·, 5
80) CCOC(=O)c1nnc2ccnn2c1N
    65, -2
81) COc1cccc(-c2nc(CS(=O)CC(=O)O)c(C)o2)c1 (configuration not stated)
    89, 2
82) COc1ccccc1N(Cc1cc2cccc(C)c2[nH]c1=O)C(=O)C(C)C
    90, 8
83) CCCNC(=O)N1CCN(c2nc(C(C)C)c3c(c2C#N)CC(C)(C)OC3)CC1
    95, 10
84) COc1ccc(-n2c(NC(=O)c3ccco3)c(C#N)c3nc4ccccc4nc32)cc1
    58, 10
85) N#Cc1c(NC(=O)CSc2ncn[nH]2)sc2c1CCCCC2
    104, -4
86) CCOC(=O)C1=C(C)NC(=O)NC1c1cc([N+](=O)[O-])ccc1OC (configuration not stated)
    ·, 4
87) O=C(O)C1CC=CCC1C(=O)Nc1cccc(Cl)c1 (configuration not stated)
    94, -5
88) O=C(O)CCCCCN1C(=O)C(=O)/C(=C(/O)c2ccc(F)cc2)C1c1ccc([N+](=O)[O-])cc1 (configuration not stated)
    ·, -6
89) CCC1Oc2ccc(C)cc2N(CC(=O)N(Cc2cccnc2)Cc2ccc(C)o2)C1=O (configuration not stated)
    93, 12
90) N#CC1=C(Nc2ccc(Cl)cc2)CCC1
    ·, -4
91) COC(=O)c1ccccc1NC(=O)COc1cccc(C)c1C
    ·, -15
92) CCc1ccccc1NC(=O)CSc1ncn[nH]1
    94, 10
93) COc1ccc(C(=O)NCC(=O)O)cc1
    84, 3
94) O=C(c1cccc2cccc(O)c12)N1CCCCC1
    115, -4
95) COc1ccc(C2N=C(c3ccccc3)C(C)(C)N2O)cc1OC (configuration not stated)
    102, 1
96) CCC(=O)c1ccc(N2CCN(C(=O)CC)CC2)c(F)c1
    ·, -12
97) CC(=O)Nc1ccc(S(=O)(=O)Nc2ccc(Cl)c(Cl)c2)cc1
    ·, 0
98) CCN(CC)C(=O)CSc1nc(O)c(Cc2ccc(OC)cc2)c(=O)[nH]1
    ·, 6
99) COc1cccc(NC(=O)N2CCCC2C(=O)NC2CC2)c1 (configuration not stated)
    107, 10
100) Cc1ccccc1C(=O)c1cccn1CC(=O)N1CCCCCC1
    87, 8

Additional records follow:
| entry | smiles | BAP1 inh | HePTP inhibitor |
| --- | --- | --- | --- |
| 101 | CN1CCC(=C2c3ccccc3C=Cc3ccccc32)CC1 | 72&87 | 8 |
| 102 | CC1CCCN(Cc2c(O)[nH]c(=S)[nH]c2=O)C1 (configuration not stated) | · | -2 |
| 103 | Cc1nonc1OCCn1nnnc1-c1ccccc1 | · | -20 |
| 104 | CCOC(=O)c1cn(-c2ccccc2)nc1-c1ccncc1 | 107 | 8 |
